West Nile virus CPE: West Nile virus antiviral activity, cell-based, CPE readout (AID 1621); one-dose CPE inhibition, % at 10 µM; IC50 in µM for titrated hits; West Nile virus-infected cells, CPE inhibition; higher % means a stronger effect; 290,000 tested, 0.02% active; in the data active = a potency from the dose series; also: strong numbers were not always called active
Large T inhibition: SV40 large T antigen inhibitors, biochemical (AID 1903) | 310,000 tested, 0.39% active | inhibition, % at 20 µM; hits with a dose series show IC50 in µM | SV40 large T antigen ATPase/helicase inhibition assay; higher % means a stronger effect; in the data active = a potency from the dose series; also: strong numbers were not always called active
human PMI inhibitors: human PMI inhibitors, high substrate, primary screen, biochemical, fluorescence intensity, high mannose 6-phosphate (AID 1220); Mannose-6-phosphate isomerase (Homo sapiens); recombinant PMI enzyme, coupled fluorescence intensity; higher % means a stronger effect; one-dose inhibition, % at 20 µM; IC50 in µM for titrated hits; 190,000 tested, 0.66% active
RSV antiviral HEp-2: RSV antiviral activity via CPE protection, HEp-2 cells, primary 10 µM value included (AID 2391); 310,000 tested, 0.13% active; HEp-2 cells, RSV-induced CPE inhibition; higher % means a stronger effect; CPE inhibition, % at 10 µM, or IC50 in µM where a hit was titrated; in the data active = a potency from the dose series; also: strong numbers were not always called active
Ins promoter up: insulin promoter activators in MIN6 cells, imaging, high-content screening, mouse beta cells; MIN6 insulin promoter-GFP reporter; active compounds read high; z-score at 5 µM; 190,000 tested, 0.3% active; AID 1625, 2009;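 active = z-score above 3 at 5 µM with at least 500 cells counted in the well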
Salmonella PhoP GFP: inhibitors of PhoP regulon expression, primary screen, Salmonella Typhimurium, GFP reporter (AID 1863); S. Typhimurium PhoP-regulated promoter GFP reporter, 4 h; higher % means a stronger effect; inhibition, % at 50 µM; hits with a dose series show IC50 in µM; 300,000 tested, 0.16% active;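 active = inhibition over 29.93%, a cutoff 3 SD above the screen mean, later confirmed by dose response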;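 also: 0% = low Mg2+ inducing control and 100% = high Mg2+ repressing control; strong numbers were not always called active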
CSM14.1 death rescue: rescue of cells from ER stress-induced death, primary screen, 384-well, CSM14.1, thapsigargin, ATP luminescence (AID 1222). one-dose cellular ATP content (survival), % at 20 µM; EC50 in µM for titrated hits. CSM14.1 thapsigargin-induced death rescue, ATP luminescence; higher % means a stronger effect. 190,000 tested, under 10 active;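 active = EC50 below 50 µM in the dose-response confirmation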;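 also: death triggered by thapsigargin at about 15 µM added after 2 h compound pretreatment; cell ATP read after overnight thapsigargin exposure of roughly 18 to 22 hours; normalized against plate controls of thapsigargin alone and 5% DMSO vehicle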
TNAP activation fold: human TNAP enzyme activators, primary screen, biochemical, luminescent, no phosphate acceptor, uHTS (AID 1001); Alkaline phosphatase, tissue-nonspecific isozyme (Homo sapiens); purified TNAP, luminescent activation assay, no phosphate acceptor; higher activation fold means a stronger effect; activation fold at 20 µM, or EC50 in µM where a hit was titrated; 200,000 tested, 0.03% active; in the data active = activation fold from about 3, or a potency from the dose series; inactive = the rest, 99 in 100 with activation fold below about 1.6; also: many of its hits are not listed in these tables
human PMI inhibition: inhibitors of human PMI, primary screen, biochemical, fluorescence intensity, coupled assay (AID 1209); Mannose-6-phosphate isomerase (Homo sapiens); purified PMI enzyme, coupled fluorescence intensity; higher % means a stronger effect; inhibition, % at 20 µM; hits with a dose series show IC50 in µM; 190,000 tested, 0.42% active;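 also: plate controls were DMSO vehicle for no effect and wells lacking substrate for full effect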
Ins promoter up cell count: second read-out of Ins promoter up, no call of its own (marks repeat the call); cell count; measured here: cytotoxicity, nuclei count;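 total cells summed across four imaged fields per well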
* = called active by the depositor; / = not tested or not shown. Rule as the data show it, unless noted: active = inhibition above about 50%; inactive = the rest. These rows are one share of the data; the hit share may differ from the screen's.

canonical_smiles	Large T inhibition	West Nile virus CPE	human PMI inhibitors	Ins promoter up	CSM14.1 death rescue	TNAP activation fold	Salmonella PhoP GFP	RSV antiviral HEp-2	Ins promoter up cell count	human PMI inhibition
CCOC(=O)c1ccc(NC(=O)N2C[C@@H]3C[C@@H](C2)c2cccc(=O)n2C3)cc1	7%	0.3%	/	/	/	/	-3%	1.1%	/	/
CC1CCC2C(C)C(=O)OC3OC4(C)CCC1C32OO4 (centres undefined)	7%	-1.0%	/	/	/	/	14%	1.0%	/	/
COc1ccc(N/N=C/c2c(O)n(-c3cccc(C)c3)c(=O)[nH]c2=O)cc1	/	-1.0%	-169%	-0.17	4.1%	0.9	/	-1.9%	1597	-73%
C=CCN1CC[C@]23c4c5ccc(O)c4O[C@H]2/C(=N/NC(=O)c2ccccc2)CC[C@@]3(O)[C@H]1C5	21%	-0.6%	/	/	/	/	-9%	-1.9%	/	/
CC1(C)N2CC3([N+](=O)[O-])CN1CC([N+](=O)[O-])(C2)C3	0%	1.0%	/	-0.62	/	/	-7%	/	982	/
C=CCn1c(O)c(C(C)=Nc2cc(OC)ccc2OC)c(=O)[nH]c1=O	3%	-0.1%	13%	1	-1.7%	1	-12%	-1.1%	655	22%
CN(C(=O)CNC(=O)OCc1ccccc1)c1ccc(Br)cc1C(=O)c1ccccc1Cl	-1%	-2.2%	11%	0.95	2.0%	1.1	2%	13%	909	11%
CN1CCc2nc3sc(C(=O)NC4CC4)c(N)c3cc2C1	25%	0.3%	-24%	-0.1	0.2%	1.1	-1%	0.6%	1595	-23%
COc1cc(O)c(C(=O)O)c(-c2cc(O)c(O)cc2C)c1	0%	0.4%	/	-0.37	/	/	7%	2.8%	629	/
Cn1c(O)c(C(=Nc2ccccc2)SCc2ccccc2Cl)c(=O)n(C)c1=O	13%	0.3%	/	0.5	/	/	0%	-0.6%	948	/
CC(=NCc1cccnc1)c1c(O)n(C2CCCCC2)c(=O)[nH]c1=O	5%	-0.8%	-3%	0.13	-2.4%	1	-3%	4.1%	1395	2%

An excerpt from above in order of length of the SMILES, rising.
canonical_smiles	Large T inhibition	West Nile virus CPE	human PMI inhibitors	Ins promoter up	CSM14.1 death rescue	TNAP activation fold	Salmonella PhoP GFP	RSV antiviral HEp-2	Ins promoter up cell count	human PMI inhibition
CC1CCC2C(C)C(=O)OC3OC4(C)CCC1C32OO4 (centres undefined)	7%	-1.0%	/	/	/	/	14%	1.0%	/	/
CN1CCc2nc3sc(C(=O)NC4CC4)c(N)c3cc2C1	25%	0.3%	-24%	-0.1	0.2%	1.1	-1%	0.6%	1595	-23%
COc1cc(O)c(C(=O)O)c(-c2cc(O)c(O)cc2C)c1	0%	0.4%	/	-0.37	/	/	7%	2.8%	629	/
C=CCn1c(O)c(C(C)=Nc2cc(OC)ccc2OC)c(=O)[nH]c1=O	3%	-0.1%	13%	1	-1.7%	1	-12%	-1.1%	655	22%
Cn1c(O)c(C(=Nc2ccccc2)SCc2ccccc2Cl)c(=O)n(C)c1=O	13%	0.3%	/	0.5	/	/	0%	-0.6%	948	/
COc1ccc(N/N=C/c2c(O)n(-c3cccc(C)c3)c(=O)[nH]c2=O)cc1	/	-1.0%	-169%	-0.17	4.1%	0.9	/	-1.9%	1597	-73%
CN(C(=O)CNC(=O)OCc1ccccc1)c1ccc(Br)cc1C(=O)c1ccccc1Cl	-1%	-2.2%	11%	0.95	2.0%	1.1	2%	13%	909	11%
CCOC(=O)c1ccc(NC(=O)N2C[C@@H]3C[C@@H](C2)c2cccc(=O)n2C3)cc1	7%	0.3%	/	/	/	/	-3%	1.1%	/	/
C=CCN1CC[C@]23c4c5ccc(O)c4O[C@H]2/C(=N/NC(=O)c2ccccc2)CC[C@@]3(O)[C@H]1C5	21%	-0.6%	/	/	/	/	-9%	-1.9%	/	/

Bioassay records deposited in PubChem BioAssay by several laboratories.
